Compound activity as filed in PubChem.
N370S GC mod: qHTS Assay for Inhibitors and Activators of N370S glucocerebrosidase as a Potential Chaperone Treatment of Gaucher Disease; N370S GC spleen homogenate, 4MU-glucoside fluorescence; Potency, µM (top dose mostly 59.4 µM), inactives show at the highest dose activity change, negative = inhibition, actives largely listed as inhibitors; hit rate 0.092% among 330,000; AID 2101, 2009; Lysosomal acid glucosylceramidase (Homo sapiens), P04062;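 also: 0% = full enzyme activity and -100% = no enzyme basal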
FEN1 inhibitor: qHTS Assay for the Inhibitors of Human Flap endonuclease 1 (FEN1). hit rate 0.35% among 390,000. Potency, µM (titrated, usually from 114 µM), inactives show at the highest dose activity change, negative = inhibition, usual class: inhibitors. Recombinant FEN1 flap cleavage, fluorescence, 15 min. P39748; also: nearly all actives have a fitted effect of over 65% in size
Target sequence (P39748 whole entry, looked up): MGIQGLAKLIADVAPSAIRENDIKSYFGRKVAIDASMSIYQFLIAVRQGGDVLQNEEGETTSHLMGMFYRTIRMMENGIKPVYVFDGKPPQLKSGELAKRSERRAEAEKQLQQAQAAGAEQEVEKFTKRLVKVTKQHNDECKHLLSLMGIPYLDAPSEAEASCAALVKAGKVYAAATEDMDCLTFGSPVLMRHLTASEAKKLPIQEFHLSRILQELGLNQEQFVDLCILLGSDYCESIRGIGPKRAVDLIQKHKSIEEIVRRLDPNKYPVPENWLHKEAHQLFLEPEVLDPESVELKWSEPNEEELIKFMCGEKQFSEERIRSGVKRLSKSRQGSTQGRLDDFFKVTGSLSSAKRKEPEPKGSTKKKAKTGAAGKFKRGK
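Enzyme 10 nM, 15 min RT preincubation with compound; start with substrate 50 nM final; reads at 0 and 15 min; qHTS titration, four-parameter Hill fit.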
DT40 TDP1 CPT: qHTS for Inhibitors of human tyrosyl-DNA phosphodiesterase 1 (TDP1): qHTS in cells in presence of CPT | chicken DT40 Tdp1-/-;hTDP1 cells + 20 nM CPT, ATP luminescence, 48 h | hit rate 12% among 420,000 | AID 686979, 2013 | Potency, µM (doses to about 46.2 µM), for the others: at the highest dose activity change, negative = growth inhibition, hits mostly inhibitors; also: nearly all actives have a fitted effect of over 55% in size
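Chicken DT40 Tdp1-/- cells stably complemented with human TDP1 were seeded at 400 cells/well in medium containing 20 nM camptothecin, exposed to pin-transferred compounds, and grown at 37 °C for at least 48 hr. Viability was read as ATP luminescence.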
* marks the source's active call; other numbers are inactive results; ? = inconclusive; · = no result given; & = joins results of further samples; ! = repeats disagree. Calls follow the shape of the dose curve; as a rule, active = well fitted curve in the direction sought with a large enough effect; inconclusive = small, poorly fitted or top-dose-only effect, or another doubt; inactive = no such curve, though single readings can be large; an effect the other way counts as inactive or inconclusive. Unless noted, % is scaled to controls: 0 for no effect and ±100 for the full control effect; potency is read from the fitted curve at half-maximal effect. Only part of the results is shown, so the mix of outcomes need not match the whole.

SMILES | N370S GC mod | FEN1 inhibitor | DT40 TDP1 CPT
CCOC(=O)c1cnc2cc(Cl)c(OC)cc2c1Nc1ccc(Br)cc1C | · | 3% | -21%
COc1ccc(C2NC(=S)NC(C)=C2C(=O)Nc2ccccn2)cc1OC (stereo unspecified) | -2% | 5% | -6%
Cc1ccc(OCc2cc(=O)n3c4c(sc3n2)CCCC4)cc1C | · | -14% | 3%
Cc1sc(NC(=O)C2=COCCO2)nc1-c1ccc(Br)cc1 | 0% | -15% | ?
CCOC(=O)C1CCN(C(=O)C(C)Oc2ccc(Br)cc2)CC1 (stereo unspecified) | -6% | 1% | ?
COCCN(C(=S)Nc1c(C)cccc1C)C(C)c1cccnc1 (stereo unspecified) | 0% | 11% | 10%
CCOc1ccccc1/C=N/Nc1nc2c(N)ncnc2n1[C@H]1O[C@@H](CO)[C@H](O)[C@@H]1O | 2% | -4% | ?
COc1ccc(-c2sc3cc4c(cc3c2-c2ccc3c(c2)OCCO3)OCO4)cc1 | · | 15% | ?
COc1ccc(C(=O)Nn2c(CC(C)C)nc3cc(OC)c(OC)cc3c2=O)c(OC)c1 | -10% | -10% | 5%
CCOC(=O)c1c(C)[nH]c(C)c1S(=O)(=O)N(C)CC(=O)Nc1ccccc1C | -16% | -11% | 0%
Cc1nccn1CCCNCc1c(C(=O)N2CCCCCCC2)nc2ccc(Cl)cn12 | 1% | -5% | 0%
CCOc1cc(/C=C\c2nc(O)c([N+](=O)[O-])c(=O)[nH]2)ccc1OC(C)C | -24% | -6% | -1%
COc1ccc(-c2nc3ccc(N4CCN(C)CC4)cc3c(=O)[nH]2)cc1 | -8% | -4% | 10%
COc1ccc(-c2c(C#Cc3ccsc3)c3cc(-c4ccc5c(c4)OCCO5)ccc3n2C)cc1 | · | -6% | -23%
Cc1ccc(S(=O)(=O)N2CCC(=O)N(CCO)CC2)cc1 | 5% | 6% | -11%
Oc1ccc(/C=N/NC2=NCCCCC2)c(O)c1 | -8% | -6% | 1%
CS(=O)(=O)Nc1ccc(Oc2ncccn2)cc1 | 2% | 11% | 3%
COc1ccc(-c2nn(C)c(=O)c3ccccc23)cc1CNS(C)(=O)=O | -1% | 4% | -6%
CCO[C@@H]1OC(C(=O)N2CCN(Cc3ccc4c(c3)OCO4)CC2)=C[C@H](c2ccc(C(F)(F)F)cc2)[C@H]1CCCO | -22% | -8% | 16µM*
CC1CCc2c(sc3nnn(Cc4cccc(C(=O)OC(C)C)c4)c(=O)c23)C1 (stereo unspecified) | · | -13% | -26%
CC(C)(C)OC(=O)N1CCC(c2c(C(=O)NCc3ccccc3)cnn2-c2ccc(F)cc2)CC1 | · | 2% | 23µM*
COc1cc(C2SCC(=O)N2CCc2ccc(OC)c(OC)c2)ccc1O (stereo unspecified) | 8% | 4% | 4%
O=C(c1ccccc1)c1ccc(OCCOCCN2CCN(Cc3ccccc3)CC2)cc1 | 14µM* | -5% | 23µM*
O=C(OCc1nc2ccccc2[n+]([O-])c1C(=O)c1ccccc1)c1cccs1 | -1% | 7% | -7%
CC(C)(C)C(=O)Cn1c(NCCO)nc2ccccc21 | -2% | 0% | -3%
O=C(Cc1ccc(Cl)cc1)NCC(=O)N1CCCCCC1 | 0% | -15% | -11%
COc1ccc(-c2cn(-c3ccc(OC)cc3)c(=S)[nH]2)cc1 | 4% | -1% | ?
COc1ccc(F)cc1S(=O)(=O)Nc1cccc(-c2ccc(N3CCCCCC3)nn2)c1 | · | 11% | ?
OCCN1CCN(c2ncnc3c2c(-c2ccccc2)cn3-c2ccc(Br)cc2)CC1 | ? | -9% | ?
Cc1ccc(S(=O)(=O)N(CC(=O)Nc2cccnc2)c2cccc(Br)c2)cc1 | -26% | ? | ?
O=C(CSc1nc2ccccc2c(=O)n1-c1ccc(F)cc1F)Nc1ccc2c(c1)CCC2 | 4% | 0% | ?
O=C(c1ccc2c(=O)n3c(nc2c1)CCC3)N1CCN(S(=O)(=O)c2ccccc2Br)CC1 | · | -7% | 0%
CCCCN(C(=O)CCC(=O)Nc1cc(C)on1)C(C(=O)NC(C)(C)C)c1cccc(OC)c1OC (stereo unspecified) | -2% | 0% | -25%
COCCN1CCc2c(C)nc3c(-c4ccc(OC)c(OC)c4)cnn3c21 | -9% | 13% | -23%
CC(=O)c1ccc(OCc2cc(C(=O)N(C)CCN3CCOCC3)no2)cc1 | -11% | 12% | -12%
CCOC(=O)CCC(=O)Nc1ccc(S(=O)(=O)N2CCCCC2)cc1 | -2% | 6% | 3%
CCc1cc(=O)oc2c(CNCc3c(F)cccc3Cl)c(O)ccc12 | ? | 15% | 18µM*
O=C(NCc1ccccc1)c1cc(-c2cccc(Cl)c2)on1 | · | 5% | -18%
COc1ccc(NC(=O)CN(C)S(=O)(=O)c2cccc3nsnc23)cc1 | -5% | -2%&-6% | ?
COc1cc2c(cc1OC)/C(=C/C(=O)c1ccc(OC)c([N+](=O)[O-])c1)NCC2 | -8% | -12% | ?
O=C1c2ccccc2S(=O)(=O)N1CCCN1C(=O)c2ccccc2S1(=O)=O | · | 0% | 21%
COc1ccc(CNC(=O)Cc2nn(C)c(=O)c3ccccc23)cc1 | 0% | 5% | 10µM*
C[C@@H](CN=[N+]=[N-])CN1CC[C@H](C(C)(C)C)CCC1=O | -7% | -7%&9% | 11µM*!
COc1ccc(S(=O)(=O)NCc2cccnc2)cc1NC(=O)c1ccc(C)cc1 | 14% | -1% | ?
COc1cccc(CN(C(=O)c2oc3ccc(Br)cc3c2C)C2CCS(=O)(=O)C2)c1 (stereo unspecified) | · | -1% | 15µM*
COc1cc(OC)cc(C(=O)N2c3ccc(F)cc3CCC2C)c1 (stereo unspecified) | -3% | 10% | 10µM*
CN1CCN(C(=O)/C(C#N)=C/c2ccc(F)cc2)CC1 | 21% | 1% | 6%
O=c1cc(CSc2ccccn2)nc(N2CCN(c3ccccc3)CC2)[nH]1 | 22% | 7% | -12%
O=C(O)c1c2c(nc3ccc(S(=O)(=O)N4CCC(C(=O)NCc5ccccc5Cl)CC4)cc13)CCCC2 | 4% | 18% | 1%
N#Cc1cccc(-c2nc(Nc3ccccc3)c3ccccc3n2)c1 | 5% | · | 0%

Of the compounds above, these have a nitro group on carbon:
SMILES | N370S GC mod | FEN1 inhibitor | DT40 TDP1 CPT
CCOc1cc(/C=C\c2nc(O)c([N+](=O)[O-])c(=O)[nH]2)ccc1OC(C)C | -24% | -6% | -1%
COc1cc2c(cc1OC)/C(=C/C(=O)c1ccc(OC)c([N+](=O)[O-])c1)NCC2 | -8% | -12% | ?

(next part)
SMILES | N370S GC mod | FEN1 inhibitor | DT40 TDP1 CPT
COc1ccc(N2CCN(CC(=O)c3ccc(O)cc3O)CC2)cc1 | -10% | -2% | 1%
O=c1[nH]c2ccccc2nc1/C=C(\O)C1CC1 | 10% | 0% | 17%
O=C(CCc1nnc(C2CCCCC2)o1)N1CCC(Oc2cccnc2)CC1 | -6% | -2% | -6%
COc1ccccc1CN1CCCC2(CCN(S(=O)(=O)c3ccccc3)CC2)C1 | -8% | · | -3%
C=Cc1ccc(Cn2c(=O)n(CCCOC)c(=O)c3sccc32)cc1 | 0% | -4% | ?
COCCNC(=O)C1c2ccccc2C(=O)N(CCOC)C1c1ccc(F)cc1 (stereo unspecified) | -12% | 1% | -1%
CCCOc1ccc2c(=O)c(N3C(=O)c4ccccc4C3=O)c(C)oc2c1 | 4% | 11% | -26%
COc1ccc(S(=O)(=O)NC2CC2)cc1C(=O)N1CCOCC1 | -9% | 1% | ?
COc1cc(Br)c(CC(=O)O)cc1OC | 28% | -10% | -14%
COc1ccc(CN2C(=O)c3cccnc3C2Nc2ccc(OC)c(Cl)c2)cc1 (stereo unspecified) | -7% | -18% | -18%

3 consecutive entries already listed, for reference:
SMILES | N370S GC mod | FEN1 inhibitor | DT40 TDP1 CPT
COc1ccc(N2CCN(CC(=O)c3ccc(O)cc3O)CC2)cc1 | -10% | -2% | 1%
O=c1[nH]c2ccccc2nc1/C=C(\O)C1CC1 | 10% | 0% | 17%
O=C(CCc1nnc(C2CCCCC2)o1)N1CCC(Oc2cccnc2)CC1 | -6% | -2% | -6%

The list continues:
SMILES | N370S GC mod | FEN1 inhibitor | DT40 TDP1 CPT
COC(=O)C1=C(C)N(C)C(=O)NC1c1ccc(C)cc1 (stereo unspecified) | -4% | 5% | 0%
O=C(CSc1nnnn1-c1ccccc1)N1N=CCC1c1ccccc1 (stereo unspecified) | 1% | 6% | -5%
O=C1C=Cc2cccc3ccc(O)c1c23 | · | -8% | 23µM*
COCCCNC(=O)Cc1c(C)c2c(cc(C)c3c(C(C)(C)C)coc32)oc1=O | 1% | -10% | 1.3µM*
CCOc1ccc(-c2c(C)nn3c(C)c(C(=O)NCCN(C)C)cnc23)cc1OCC | · | -15% | -21%
Cc1ccc(C)c(NC(=O)CSc2nnc(-c3ccco3)o2)c1 | 3% | -10% | 3%
COc1cccc(/C=N/NC(N)=S)c1OCc1ccccc1Cl | 1% | -21% | 2.9µM*
CCN(CC)C(=O)c1ccc(-c2nnc(Nc3ccc(C(=O)N(C)C)cc3)c3ccccc23)cc1 | -6% | 9% | ?
COc1cc(/C=N/OCC(=O)Nc2cc(C)cc(C)c2)ccc1OCc1ccc(Cl)cc1 | 5% | 0% | ?
CNC(=O)CN1C(=O)c2cccc3cccc1c23 | 3% | -2% | 6%
COc1cc(CNC(=O)CCCCCCC(C)C)ccc1O | ? | 2% | ?
CCCCOc1ccc(C(=O)NCC(=O)N(C)Cc2nc3ccccc3c(=O)[nH]2)cc1 | · | -8% | -22%
Cc1ccc(OCC(=O)NNC(=O)C2CC(=O)N(c3ccc4c(c3)OCCO4)C2)cc1 (stereo unspecified) | -8% | -12% | 9%
Cc1ccc2nc(NC(=O)CSc3nccn3Cc3ccc(Cl)cc3)sc2c1 | · | 4% | -6%
COc1ccc2oc(=O)c(C(=O)NC3CCCCCC3)cc2c1 | 16% | 7% | -11%
Fc1ccccc1OCCCCCN1CCCC1 | 1% | -4% | -18%
O=C(O)c1cc(N2C(=O)CCC2=O)ccc1Cl | 3% | -3% | 4%
CCC(=O)NC(=S)Nc1ccc(NC(=O)c2cccnc2)cc1 | 6% | -2% | -7%
COC(=O)[C@H](Cc1ccccc1)NC(=O)N1CCN(Cc2ccccc2)CC1 | 6% | -12% | ?
COc1cc(OC)c(OC)cc1CN1CCc2ccccc2C1 | -2% | -16% | -16%

Record cards, as listed above. Values in the order: N370S GC mod | FEN1 inhibitor | DT40 TDP1 CPT
COc1ccc2oc(=O)c(C(=O)NC3CCCCCC3)cc2c1 is listed with 16% | 7% | -11%
COc1cc(CNC(=O)CCCCCCC(C)C)ccc1O is listed with ? | 2% | ?
CCC(=O)NC(=S)Nc1ccc(NC(=O)c2cccnc2)cc1 is listed with 6% | -2% | -7%
Fc1ccccc1OCCCCCN1CCCC1 is listed with 1% | -4% | -18%
Cc1ccc(OCC(=O)NNC(=O)C2CC(=O)N(c3ccc4c(c3)OCCO4)C2)cc1 (stereo unspecified) is listed with -8% | -12% | 9%

Carrying on.
SMILES | N370S GC mod | FEN1 inhibitor | DT40 TDP1 CPT
COc1ccc(C(=O)Nc2ccccc2C(=O)N2CCCCC2C)cc1 (stereo unspecified) | 4% | 9% | -14%
COc1ccc(C2C(C(C)=O)=C(O)C(=O)N2c2nccs2)cc1OC (stereo unspecified) | 0% | -1% | 6%
CCC(=O)Nc1ccc(C(=O)Nc2ccc3c(c2)OCO3)cc1 | 24% | -9% | 2%
Cc1oc(-c2ccc(Cl)cc2)nc1CN1CCC(C(=O)NCc2ccco2)CC1 | -23% | 0% | -23%
Cc1ccccc1C(=O)Nc1nnc(S(=O)(=O)N2CCCCC2)s1 | -10% | -20% | ?
COc1ccc(C(C(=O)NCC2CCCO2)N(Cc2ccccc2)C(=O)CNC(=O)c2ccco2)cc1OC (stereo unspecified) | 4% | 0% | 0%
O=C(COc1ccccc1Cl)Nc1ccc(Cl)cn1 | ? | -1% | -2%
COc1ccc(NC(=O)n2ncc3cc(Cl)ccc32)cc1OC | 12% | -2% | -9%
On1nnc2ccccc21 | 1% | 1% | -20%
CC(=O)Nc1ccc(NC(=O)C2CCCN2C(=O)Nc2ccc(F)cc2)cc1 (stereo unspecified) | 3% | 10% | -6%
CCOc1ccccc1NC(=O)CSc1nc2ccccc2nc1Cc1ccc(C)cc1 | · | -5% | ?
CC1Cc2ccccc2N1C(=O)CSc1nnc(N)s1 (stereo unspecified) | -7% | 1% | -3%
CCOC(=O)C1CCCN(C(=O)CN2C(=O)c3ccccc3S2(=O)=O)C1 (stereo unspecified) | · | -5% | 2%
CC1CCC/C(=N\NC(=O)COc2ccccc2Cl)C1 (stereo unspecified) | 2% | -7% | 3%
Nc1c(C(=O)Nc2ccc3c(c2)OCCO3)nnn1Cc1ccc(Br)cc1 | -20% | 1% | -11%
